Screening data (PubChem BioAssay)
ABCB6 inh 2: human ABCB6 transporter inhibition; K562-ABCB6 porphyrin accumulation, flow cytometry, 1 h; active compounds read low; fluorescence ratio to DMSO, % at 10 µM; Q9NP58; 360,000 tested, 0.19% active;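 active means fluorescence ratio to DMSO below 75%, the collection mean minus 3 SD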;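 further: signal is porphyrin accumulated inside mitochondria; 100% equals median channel fluorescence of DMSO control wells; lower ratio means ABCB6 inhibition with less porphyrin fluorescence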
NOD2 RIPK2 PPI: NOD2-RIPK2 protein interaction inhibition. O43353. CHO BLA complementation NOD2-RIPK2, CCF4 ratio. inhibition, % at 4.98 µM. 360,000 tested, 0.38% active; in the data active means inhibition above about 21%;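 further: 0% = vehicle only and 100% = reference blocker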
m5-HT2A agonist: agonists of mouse serotonin 5-HT2A receptor (HTR2A); CHO-K1 mHTR2A beta-arrestin complementation, luminescence; percent of 30 µM serotonin response; activation, % at 7.6 µM; 360,000 tested, 0.66% active;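 active means activation above a run cutoff, the mean activation of all tested compounds plus 3 SD, cut at about 14% in these data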;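 further: 0% = plate median of compound wells and 100% = 30 µM serotonin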
ABHD5-PLIN5 inh: inhibitors of human ABHD5-perilipin-5 interaction. inhibition, % at 4 µM. Split G. princeps luciferase complementation, luminescence, 4 h. AID 602281. 360,000 tested, 0.78% active;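 active means inhibition above the mean inhibition across every tested compound plus 3 SD, cut at about 22% in these data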;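 further: 0% = DMSO only wells and the 100% control is not disclosed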
MC4R barr agon: agonists of human melanocortin 4 receptor (MC4R) beta-arrestin. U2OS MC4R beta-arrestin complementation, luminescence; percent of melanotan II response, DMSO zero. activation, % at 8.9 µM. 360,000 tested, 0.98% active. AID 540308;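 active means activation above a per-plate cutoff, the mean activation of sample wells on that plate plus 3 SD, cut at about 8% in these data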
Cardio protect: myocardial damage modulation in H9c2 cells | AID 588492 | H9c2 cardiomyocytes, H2O2 injury protection, ATPLite, 2 h | protection from H2O2 cell death, % at 20 µM | 360,000 tested, 0.63% active;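 active means compounds giving at least 50% protection of heart cells from peroxide-induced death in the single-dose screen, raw or plate-pattern-corrected value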;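 further: 0% = DMSO wells with peroxide and 100% = DMSO wells without peroxide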
NCOA2 inhibitor: human SRC2 (NCOA2) inhibition; 370,000 tested, 0.17% active; HEK293 GAL4-SRC2 luciferase reporter, luminescence; inhibition, % at 9 µM; Q15596;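 active means inhibition above the mean inhibition of all tested compounds plus 3 SD, set per campaign, cut at about 52% in these data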;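 further: 0% = DMSO treated cells and 100% = cells given Gossypol at 36 µM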
Target sequence (Q15596 whole entry, looked up, the tested form may be a part): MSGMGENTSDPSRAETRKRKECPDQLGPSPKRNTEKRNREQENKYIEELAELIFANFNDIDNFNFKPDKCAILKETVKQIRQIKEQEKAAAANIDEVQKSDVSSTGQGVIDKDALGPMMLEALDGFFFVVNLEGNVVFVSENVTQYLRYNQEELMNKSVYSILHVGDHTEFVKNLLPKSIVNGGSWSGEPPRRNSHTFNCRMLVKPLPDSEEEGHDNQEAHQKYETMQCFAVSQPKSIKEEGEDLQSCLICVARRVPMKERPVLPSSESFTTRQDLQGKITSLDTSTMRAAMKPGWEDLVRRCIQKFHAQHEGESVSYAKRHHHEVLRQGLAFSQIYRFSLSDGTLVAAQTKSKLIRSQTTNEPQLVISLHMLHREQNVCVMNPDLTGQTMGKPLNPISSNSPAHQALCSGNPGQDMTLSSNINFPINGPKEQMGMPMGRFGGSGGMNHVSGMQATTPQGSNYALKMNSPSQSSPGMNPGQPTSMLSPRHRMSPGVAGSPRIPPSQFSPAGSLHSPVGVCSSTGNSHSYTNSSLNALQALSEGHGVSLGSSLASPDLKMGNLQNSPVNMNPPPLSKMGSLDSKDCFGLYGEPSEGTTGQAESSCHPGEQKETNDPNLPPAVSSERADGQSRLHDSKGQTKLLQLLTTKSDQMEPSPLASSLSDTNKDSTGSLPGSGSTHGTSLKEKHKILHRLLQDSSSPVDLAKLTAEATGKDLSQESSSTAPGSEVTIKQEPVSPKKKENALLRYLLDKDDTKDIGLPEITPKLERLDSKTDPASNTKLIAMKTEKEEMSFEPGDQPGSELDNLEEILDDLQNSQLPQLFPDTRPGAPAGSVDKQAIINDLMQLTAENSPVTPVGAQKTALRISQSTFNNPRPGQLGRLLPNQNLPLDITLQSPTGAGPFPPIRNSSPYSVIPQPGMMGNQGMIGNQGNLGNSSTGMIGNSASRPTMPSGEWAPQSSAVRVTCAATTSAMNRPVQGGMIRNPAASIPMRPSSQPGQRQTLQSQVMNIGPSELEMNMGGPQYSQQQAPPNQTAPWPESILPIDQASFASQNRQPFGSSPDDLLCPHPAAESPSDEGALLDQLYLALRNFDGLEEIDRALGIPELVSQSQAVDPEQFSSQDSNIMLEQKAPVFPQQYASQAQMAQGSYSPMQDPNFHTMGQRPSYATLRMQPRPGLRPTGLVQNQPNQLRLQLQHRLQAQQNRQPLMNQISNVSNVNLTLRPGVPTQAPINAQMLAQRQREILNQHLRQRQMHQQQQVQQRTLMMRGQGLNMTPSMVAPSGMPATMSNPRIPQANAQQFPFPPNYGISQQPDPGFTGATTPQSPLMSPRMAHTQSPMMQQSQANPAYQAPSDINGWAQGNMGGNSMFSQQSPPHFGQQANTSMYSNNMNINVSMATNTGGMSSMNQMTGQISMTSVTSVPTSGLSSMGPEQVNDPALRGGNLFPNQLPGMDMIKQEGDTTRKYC
MC4R antag cAMP: antagonists of human melanocortin 4 receptor (MC4R). 360,000 tested, 0.48% active. AID 540295. MC4R-expressing cells, MTII-stimulated cAMP, LANCE TR-FRET. P32245. inhibition, % at 6.5 µM;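 active means inhibition above its plate's cutoff, the mean of tested wells on that plate plus 3 SD, cut at about 29% in these data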;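 further: 0% = Melanotan II alone and 100% = Melanotan II plus saturating MCL0020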
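Assay system: U2OS cells stably expressing human melanocortin 4 receptor (MC4R) / Dosing: 6.5 µM / Timing: compound 30 min, challenge 1 h, detection 1 h / Measured by: Eu-cAMP/anti-cAMP TR-FRET, emission 671 nm / Replicates: singlicate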
TLR9-MyD88 block: blocks human TLR9 binding to MyD88; inhibition, % at 4.98 µM; AID 504734; 340,000 tested, 0.21% active; CHO BLA complementation TLR9-MyD88, CCF4 FRET ratio; Q9NR96+Q99836;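 active means inhibition above the mean over all tested compounds plus 3 SD, cut at about 21% in these data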;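 further: 0% = DMSO only wells and 100% = clavulanate BLA inhibitor control wells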
Glyco luc inh: N-linked glycosylation inhibition. D54 ERlucT glycosylation luciferase reporter, 24 h; percent of 100 nM tunicamycin response. reporter increase, % at 12.5 µM. 360,000 tested, 0.23% active;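 active means mean luciferase reporter signal, scaled so untreated is 0 and the glycosylation-blocking control 100, at or above a set limit in every replicate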;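 further: luciferase carries N-glycosylation sites so blocking glycosylation raises the light; 0% = median of neutral control wells and 100% = median of 100 nM tunicamycin wells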
* marks the source's active call; other numbers are inactive results; i = inactive; / = not tested or not shown. An excerpt (hit frequency here may not be typical).

SMILES	ABCB6 inh 2	NOD2 RIPK2 PPI	m5-HT2A agonist	ABHD5-PLIN5 inh	MC4R barr agon	Cardio protect	NCOA2 inhibitor	MC4R antag cAMP	TLR9-MyD88 block	Glyco luc inh
NC(=O)CSc1nnc(-c2ccccc2F)n1C1CC1	98	2	4	-8	1.9	4	-8	7	-8	2
COc1ccccc1OCCNc1cc(N2CCOCC2)ccc1[N+](=O)[O-]	84	-13	-5	1	-1.7	-4	-29	-5	3	2
CCCOC(c1ccccc1)(c1ccccc1)C(Oc1nc(C)cc(C)n1)C(=O)O (stereo not given)	101	1	-6	-6	-0.1	6	-13	7	0	0
CCOCCn1ccc2c(OCC(=O)NCc3ccccc3)cccc2c1=O	96	-8	0	20	4.1	0	2	11	1	-2
Cc1noc(C(=O)N2CCN(Cc3ccc4c(c3)OCO4)CC2)c1Cl	102	-8	-2	-1	0.1	1	14	1	5	1
COc1cccc(CN(C(=O)c2cc3ccccc3oc2=O)C2CC2)c1	101	0	-1	2	-2.1	5	-62	-2	3	-2
CCOC(=O)C1CCCN(C(=O)c2sc3nc(-c4ccccc4)cn3c2C)C1 (stereo not given)	101	-5	4	-3	-1.4	12	0	-6	9	2
O=c1[nH]c(=O)n(C(c2ccccc2)c2ccccc2)cc1Br	94	-3	-3	-4	1.3	0	-3	22	-3	0
CCCC1=C(C(=O)OCC)C(/C=C/c2ccccc2)n2ncnc2N1 (stereo not given)	101	-7	-7	-8	3.1	14	/	-12	-9	14
COc1ccc(C(=O)N(C)C2CCCN(Cc3ccccc3F)C2)cc1OC (stereo not given)	101	4	17*	-8	-0.9	5	-5	7	-9	-4
CC(C)CCNC(=S)Nc1ccc(F)cc1	98	-5	4	3	-1.7	-6	10	8	-1	1
C[C@H](CO)N1C[C@H](C)[C@@H](CN(C)S(=O)(=O)c2ccc(F)cc2)OCc2cnnn2CCCC1=O	111	7	1	-10	-0.9	-2	11	1	-11	1

Laid out differently: 4 of the compounds above
The line under a structure holds: ABCB6 inh 2	NOD2 RIPK2 PPI	m5-HT2A agonist	ABHD5-PLIN5 inh	MC4R barr agon	Cardio protect	NCOA2 inhibitor	MC4R antag cAMP	TLR9-MyD88 block	Glyco luc inh
O=c1[nH]c(=O)n(C(c2ccccc2)c2ccccc2)cc1Br
 : 94	-3	-3	-4	1.3	0	-3	22	-3	0
CCCC1=C(C(=O)OCC)C(/C=C/c2ccccc2)n2ncnc2N1 (stereo not given)
 : 101	-7	-7	-8	3.1	14	/	-12	-9	14
COc1ccc(C(=O)N(C)C2CCCN(Cc3ccccc3F)C2)cc1OC (stereo not given)
 : 101	4	17*	-8	-0.9	5	-5	7	-9	-4
CC(C)CCNC(=S)Nc1ccc(F)cc1
 : 98	-5	4	3	-1.7	-6	10	8	-1	1

Further structures.
SMILES	ABCB6 inh 2	NOD2 RIPK2 PPI	m5-HT2A agonist	ABHD5-PLIN5 inh	MC4R barr agon	Cardio protect	NCOA2 inhibitor	MC4R antag cAMP	TLR9-MyD88 block	Glyco luc inh
O=C(C1CC=CCC1)N1CCC(CO)(Cc2ccc(Cl)cc2)CC1 (stereo not given)	99	4	0	1	-0.3	-3	18	11	-3	-2
CC(C)c1cc(C(C)C)c(S(=O)(=O)NC(c2ccccn2)C23CC2C3)c(C(C)C)c1 (stereo not given)	96	6	8	-11	/	/	23	/	/	/
O=C(O)C1CC=CCC1C(=O)Nc1cccc(Cl)c1 (stereo not given)	94	-3	2	1	1.1	4	14	2	-6	2
Cc1cccc(NC(=O)CCCN2C(=O)C(c3ccccc3)Oc3cccnc32)c1C (stereo not given)	102	-1	-4	4	1.8	-3	19	1	7	-3
O=C(NC(=S)Nc1ccc(S(=O)(=O)N2CCCC2)cc1)C1CC1	100	-8	9	5	-0.1	3	18	-8	-10	-3
CSc1nc2ccc3nc(NC(=O)c4ccc(Cl)s4)sc3c2s1	103	0	4	0	0.7	-8	/	3	2	-1
CCCCOC(=O)Oc1ccc2c(=O)c(Oc3cccc(C)c3)coc2c1	103	1	1	-5	-0.5	-1	-30	3	1	2
CN(Cc1cn(Cc2cccc(C(F)(F)F)c2)nn1)C1CN(Cc2cn(Cc3cccc(C(F)(F)F)c3)nn2)S(=O)(=O)C1 (stereo not given)	97	-17	3	-5	/	/	4	/	/	/
COc1cc(NC2=CC(=O)CC(C)(C)C2)cc(OC)c1	96	5	2	-3	-0.4	2	3	1	-3	4
COc1ccc(C)cc1S(=O)(=O)n1cnc(C)c1	101	0	6	-9	1.5	2	22	20	-1	0
O=[N+]([O-])c1cccnc1Nc1ccc(Cl)cc1	101	-4	-2	6	-1.1	-8	-46	-1	-12	-1
O=[N+]([O-])c1ccc(S(=O)(=O)NCC(c2ccco2)N2CCc3ccccc3C2)cc1 (stereo not given)	86	-9	0	5	-1.2	-3	-15	6	1	-2
CCN1C(=O)C(CC(=O)Nc2cc(C)ccc2C)SC1=Nc1ccc(S(N)(=O)=O)cc1 (stereo not given)	93	0	-1	0	-0.2	2	-17	0	8	-1
O=C(C(NS(=O)(=O)c1cccc2nsnc12)c1ccccc1)N1CCN(c2ccccc2)CC1 (stereo not given)	97	-8	-5	-6	-0.8	3	1	10	6	-3
CCc1ccccc1NC(=O)c1cc(-c2cccs2)on1	106	2	-1	5	1.6	-5	-27	12	-11	0
COc1ccc(S(=O)(=O)N2CCCCCC2)cc1C(=O)Nc1ccc(C)cn1	98	-4	-1	-5	-1.7	0	-5	-6	-6	-3
COCCNC(=O)C1CC(c2ccc([N+](=O)[O-])cc2)=NO1 (stereo not given)	92	-10	-3	0	-0.9	16	-8	-1	2	1
c1ccc2oc(CCc3nc4ccccc4o3)nc2c1	93	1	-1	-2	-1.2	0	-28	5	8	4
O=C(O)c1cccc(-c2ccccc2)c1O	102	-21	1	8	-1.6	3	0	-5	1	-3
COc1ccccc1N1CCN(C(=O)c2cn(Cc3ccccc3)nc2-c2cccnc2)CC1	98	-2	0	6	0.3	6	-2	3	3	0
CC1CN(C(=O)c2cccc(COc3ccccc3Cl)c2)CC(C)O1 (stereo not given)	99	-12	-5	-6	-2.2	1	-14	13	4	0
COc1cc(-c2nc3cnccn3c2NC(C)(C)CC(C)(C)C)ccc1O	96	11	4	0	2.9	-11	-11	2	-3	0
COc1ccc(C(=O)Nc2ccc(NC(=O)c3ccco3)c(Cl)c2)cc1OC	105	4	14	-3	-1.1	9	-7	9	-6	0
CCCn1nnnc1SCC(=O)c1ccc(NC(C)=O)cc1	96	8	4	-2	0.8	1	-27	-1	1	1
CC(C)c1cccc(OCC(=O)Nc2ccc(S(=O)(=O)Nc3ccccn3)cc2)c1	90	0	-3	-13	3.1	-15	-3	7	1	-1
COCCNC(=O)C1CC(=O)N(C2CCCCC2)C1 (stereo not given)	98	-7	-4	-6	-2.0	3	0	0	3	2
CCCc1ccc2oc(C(=O)N3CCN(CC(=O)NC(C)C)CC3)c(C)c2c1	98	-8	-5	-1	-1.9	5	12	-1	-10	-3
CC(C)(C)NC(=O)C1CN(S(=O)(=O)c2ccccc2)CCN1S(=O)(=O)c1ccccc1 (stereo not given)	93	-8	1	7	-0.9	-4	-1	9	-1	1
CCN(CC)S(=O)(=O)c1ccc(N2CC(C(=O)NCc3ccco3)CC2=O)cc1 (stereo not given)	101	-2	-3	-1	2.6	-3	-4	10	-1	2
Cc1ccc(NC(=O)OCc2cc(-c3ccccc3)on2)cc1	93	-5	4	8	11*	-18	-15	-5	1	0
O=C(CSc1nc2ccccc2s1)NCc1cc([N+](=O)[O-])ccc1O	100	7	-6	3	-1.3	-3	-37	-5	-3	0
O=C(Cn1c2[n+](c3ccc(C(F)(F)F)cc31)CCCCC2)Nc1ccc(Br)cc1	90	-6	4	96*	0.8	0	/	30*	1	1
CC(C)CN1CCN(Cc2cccc3nccnc23)CC1CCO (stereo not given)	101	7	-1	3	-0.5	0	-9	2	-2	3
COc1cc(C2Nc3ccc4ncccc4c3C3=C2C(=O)CCC3)cc(OC)c1OC (stereo not given)	99	-1	8	1	-3.6	8	-44	-4	-5	3
Cc1ccc(C(=O)C(C)OC(=O)Cn2[nH]c(=O)c3ccccc3c2=O)cc1 (stereo not given)	103	-7	-1	-4	-2.6	20	-14	1	-6	-2
COC(=O)c1cc2c(cc1[N+](=O)[O-])OCO2	96	7	3	2	4.2	14	-29	-1	0	2
Oc1ccccc1/C=N/[n+]1ccccc1	99	-9	9	9	-2.3	10	-1	4	0	0
Cc1[nH]n(-c2cccc(Cl)c2)c(=O)c1-c1ccccc1	89	6	-3	-3	-1.1	-4	6	5	-2	0
CC(=O)OCC1OC(n2ccc(=O)[nH]c2=O)C(O)C1O (stereo not given)	87	-3	4	-2	-1.8	2	-8	-3	6	-1
CCC(CC)C(=O)NCCN1CCN(C(=O)C(CC)CC)CC1	96	-5	-4	2	0.7	6	-3	0	6	3
CC(=O)N1CCc2c(sc(NC(=O)c3ccc([N+](=O)[O-])o3)c2C(N)=O)C1	101	1	12	11	-1.9	8	5	-23	-1	-11
O=C(OCC(=O)N1CCCc2ccccc21)c1cc(Br)ccc1O	99	-8	2	-7	0.4	-4	-1	8	-5	2
Cc1cc(S(=O)(=O)N2CCN(CC(=O)NCCc3cccs3)CC2)ccc1Br	102	-5	6	-5	0.7	2	20	-6	-11	0
O=c1cnnc(SCCc2ccccc2)[nH]1	99	-2	-3	0	-1.4	-2	11	2	2	0
CC(C)(C)C1=CC(=O)C(=O)C(C(C)(C)C)=C1	102	-12	2	1	25*	6	/	10	-4	13
CCc1nnc(NC(=O)c2cc(S(=O)(=O)N3CCOCC3)ccc2N2CCCCC2)s1	108	5	4	2	-1.0	10	-15	2	-4	3
C[C@@H]1CN([C@H](C)CO)C(=O)Cc2cc(NS(=O)(=O)c3ccc(Cl)cc3)ccc2O[C@H]1CN(C)Cc1ccc(C(F)(F)F)cc1	98	1	8	-18	4.0	2	/	13	-7	-9
C=CCSC1=N/C(=C\c2ccc(C(=O)O)cc2)C(=O)S1	102	-3	2	-1	-1.7	6	15	24	-15	2
O=C1N=C(N2CCOCC2)S/C1=C\c1cccnc1	102	3	3	-1	-1.0	5	12	-1	-8	1
CC12CCC(C(=O)Nc3cccc4ccccc34)(C1Br)C2(C)C (stereo not given)	102	-6	-5	1	-0.7	-6	-18	0	-6	/
CCOC(=O)C1=C(COC(=O)/C=C/c2ccc(F)cc2)NC(=O)NC1C (stereo not given)	96	0	8	2	-0.7	45*	16	9	6	0
COc1ccc(CCNC(=O)/C=C/c2ccco2)cc1	101	-4	2	7	1.0	4	-16	23	2	2
COc1ccc(N(CC(=O)NC2CCCCCC2)S(=O)(=O)c2c(C)nn(C)c2C)cc1	92	-2	2	2	-1.2	0	-32	-5	-2	0
CCOc1ccc(C(=O)NCC(=O)NNC(=O)c2ccco2)cc1OCC	103	-5	-5	-8	0.0	2	-47	-5	-23	0
O=[N+]([O-])c1ccc(/C=N/Nc2ccc3ccccc3c2)o1	i	3	-10	28*	3.4	-4	-63	7	15	-6
